# BioA inh: M. tuberculosis BioA enzyme inhibitors, primary screen, biochemical, plate reader, single point, HTS. 7,8-diaminopelargonic acid synthase BioA (Mycobacterium tuberculosis). purified M. tuberculosis BioA enzyme. inhibition, % at 9.99 µM. 360,000 compounds, 0.096% hits. AID 602481, 2012; in the data active = inhibition above about 40%
# Starred values were filed as active, the others as inactive.
SMILES,BioA inh
O=C(C[C@H]1CC[C@H]2[C@@H](COC[C@@H](O)CN2CC2CCCCC2)O1)NCC1CC1,0.8
C[C@H]1CN([C@@H](C)CO)C(=O)c2cc(NC(=O)Cn3cnnn3)ccc2O[C@H]1CN(C)S(=O)(=O)c1ccc(F)cc1,6.5
COCC(=O)Nc1ccc2c(c1)C(=O)N(C)C[C@@H](OC)[C@H](C)CN(Cc1cc(F)ccc1F)[C@@H](C)CO2,-2.8
CN(C)c1ccc2c(c1)[C@@H]1C[C@H](CC(=O)NCc3cccc(F)c3)O[C@H](CO)[C@@H]1O2,1.8
Cc1ccc(S(=O)(=O)Nc2ccc3c(c2)C(=O)N([C@@H](C)CO)C[C@@H](C)[C@@H](CN(C)C(=O)Nc2ccc(F)cc2)OCCCC[C@H](C)O3)cc1,1.0
C[C@H](O)C#Cc1ccc([C@@H]2[C@@H](CO)N3CCCCN(C(=O)c4ccc5c(c4)OCO5)C[C@H]23)cc1,12.8
CO[C@@H]1CN(C)C(=O)c2ccc(NC(=O)Nc3cccc(F)c3)cc2OC[C@@H](C)N(C(=O)Nc2cccc(F)c2)C[C@H]1C,-4.0
CO[C@H]1CN(C)C(=O)c2cc(NC(=O)C3CCCC3)ccc2OC[C@@H](C)N(C(=O)CC2CC2)C[C@@H]1C,-0.6
O=C(C1CCCC1)N1C[C@H]2[C@@H](c3ccccc31)[C@H](CO)N2C(=O)c1ccccc1F,1.2
C[C@H]1CN([C@@H](C)CO)C(=O)CCCn2nncc2CO[C@H]1CN(C)Cc1ccc2c(c1)OCCO2,-0.4
O=C(C[C@@H]1CC[C@H]2[C@@H](COC[C@H](O)CN2C(=O)Nc2ccccc2)O1)NCc1ccncn1,3.8
COc1ccc(CN(C)C[C@@H]2Oc3ccc(NC(=O)NC4CCCCC4)cc3CC(=O)N([C@H](C)CO)C[C@@H]2C)cc1,-0.4
COc1ccc(CN(C)C[C@@H]2Oc3c(NS(=O)(=O)c4ccc(OC)cc4)cccc3C(=O)N([C@H](C)CO)C[C@@H]2C)cc1,-0.8
O=C(C[C@@H]1C=C[C@@H](NC(=O)C2CCC2)[C@H](CO)O1)Nc1nccs1,0.7
CNC(=O)C[C@@H]1CC[C@@H]2[C@H](COc3ccc(NC(=O)c4cccs4)cc3C(=O)N2C)O1,2.8
CCCc1cn(CC[C@H]2CC[C@@H](NC(=O)C3CCC3)[C@H](CO)O2)nn1,-1.2
CO[C@H]1CN(C)C(=O)c2ccc(NC(=O)c3ccc4c(c3)OCO4)cc2OC[C@@H](C)NC[C@@H]1C,0.1
C[C@H](CO)N1C[C@H](C)[C@H](CN(C)C(=O)CCCN(C)C)OCCCC[C@H](C)Oc2ccc(NS(=O)(=O)c3ccc(Cl)cc3)cc2C1=O,1.5
CC(C)CC#Cc1ccc2c(c1)O[C@H](CN(C)C(=O)c1ccccn1)[C@H](C)CN([C@@H](C)CO)S2(=O)=O,2.5
COc1ccc(S(=O)(=O)Nc2ccc3c(c2)C(=O)N([C@H](C)CO)C[C@H](C)[C@H](CN(C)Cc2ccncc2)O3)cc1,-0.1

# As a working copy, part of the list above:
SMILES,BioA inh
C[C@H](CO)N1C[C@H](C)[C@H](CN(C)C(=O)CCCN(C)C)OCCCC[C@H](C)Oc2ccc(NS(=O)(=O)c3ccc(Cl)cc3)cc2C1=O,1.5
CC(C)CC#Cc1ccc2c(c1)O[C@H](CN(C)C(=O)c1ccccn1)[C@H](C)CN([C@@H](C)CO)S2(=O)=O,2.5
COc1ccc(S(=O)(=O)Nc2ccc3c(c2)C(=O)N([C@H](C)CO)C[C@H](C)[C@H](CN(C)Cc2ccncc2)O3)cc1,-0.1

# Other entries
SMILES,BioA inh
C[C@H](CO)N1C[C@H](C)[C@H](CN(C)S(C)(=O)=O)Oc2ncc(C#CC(C)(C)O)cc2C1=O,-0.2
O=S(=O)(NCC[C@H]1CC[C@H](NS(=O)(=O)c2ccccc2Cl)[C@@H](CO)O1)c1ccc(F)cc1,-5.5
C/C=C/c1ccc([C@H]2[C@@H](CO)N(C(=O)C3CC3)[C@H]2CNC(=O)NC(C)C)cc1,-1.0
C[C@@H]1CCCCO[C@H](CN(C)CC2CC2)[C@@H](C)CN([C@H](C)CO)C(=O)c2cc(NS(=O)(=O)c3ccc(Cl)cc3)ccc2O1,2.2
CCNC(=O)C[C@@H]1CC[C@H]2[C@H](COc3ccc(NC(=O)Nc4ccc(Cl)cc4)cc3C(=O)N2C)O1,0.9
C[C@H]1CCCCO[C@H](CN(C)Cc2ccc(C(F)(F)F)cc2)[C@@H](C)CN([C@@H](C)CO)C(=O)c2cc(NC(=O)CCC(F)(F)F)ccc2O1,2.0
CO[C@H]1CN(C)C(=O)c2cc(C#N)ccc2OC[C@H]2O[C@H](CC[C@@H]2OC)CCN(C)C(=O)[C@H]1C,-0.2
O=C(c1ccccc1F)N1C[C@H]2[C@@H](c3ccccc31)[C@@H](CO)N2C(=O)c1ccncc1,6.2
CC(C)NC(=O)N(C)C[C@H]1Oc2ccc(NC(=O)CCC(F)(F)F)cc2CC(=O)N([C@H](C)CO)C[C@@H]1C,-1.6
C[C@H]1CN([C@@H](C)CO)C(=O)c2cc(NC(=O)C3CCCCC3)ccc2O[C@H]1CN(C)S(=O)(=O)c1cn(C)cn1,2.4
N#C[C@@H]1[C@H](c2ccc(-c3ccccc3F)cc2)[C@@H](CO)N1C(=O)C1CCC1,0.3
C[C@@H]1CN([C@H](C)CO)C(=O)c2cc(NC(=O)C3CCCCC3)ccc2O[C@@H](C)CCCCO[C@@H]1CN(C)C(=O)CCCN(C)C,3.5
COc1ccccc1-c1ccc([C@H]2[C@@H](C#N)N(C(=O)C3CC3)[C@@H]2CO)cc1,4.2
Cc1ccccc1S(=O)(=O)N1C[C@@H](O)COC[C@@H]2O[C@H](CC(=O)O)CC[C@H]21,-3.9
COc1cccc(NC(=O)N(C)C[C@H]2Oc3cc(C#Cc4ccncc4)ccc3S(=O)(=O)N([C@@H](C)CO)C[C@H]2C)c1,0.5
CCC(=O)Nc1ccc2c(c1)C(=O)N(C)C[C@H](OC)[C@@H](C)CN[C@H](C)CO2,-1.4
COc1ccc(S(=O)(=O)N(C)C[C@@H]2Oc3ccc(NS(=O)(=O)c4ccccc4)cc3C(=O)N([C@@H](C)CO)C[C@H]2C)cc1,-4.1
CC(C)NC(=O)N1[C@H](CN(C)C(=O)c2cccnc2)[C@@H](c2ccccc2)[C@@H]1CO,2.8
CCNC(=O)C[C@H]1CC[C@H](NC(=O)C2CCOCC2)[C@H](CO)O1,0.0
CNC[C@@H]1OCCCC[C@@H](C)Oc2ccc(NC(=O)Nc3c(C)noc3C)cc2C(=O)N([C@@H](C)CO)C[C@H]1C,-0.8
C[C@@H]1CN([C@H](C)CO)C(=O)c2cc(C#C[C@@H](C)O)cnc2O[C@H]1CN(C)C(=O)CN(C)C,0.7
CC=Cc1ccc2n(c1=O)C[C@@H]1[C@@H](CO)[C@H](C(=O)NC3CCCC3)N(Cc3ccccc3)[C@H]21 (mixture of isomers),0.7
COc1ccc(-c2cnc3c(c2)C(=O)N([C@@H](C)CO)C[C@H](C)[C@@H](CN(C)C(=O)Cc2ccccc2)O3)cc1,1.4
C[C@H]1CN([C@@H](C)CO)C(=O)c2cc(C#Cc3ccccc3F)cnc2O[C@@H]1CN(C)C(=O)c1ccc2c(c1)OCO2,2.1
C[C@@H]1CN([C@H](C)CO)C(=O)c2cccc(NS(=O)(=O)c3ccc(F)cc3)c2O[C@H]1CN(C)C(=O)Nc1cccc2ccccc12,-1.4
COc1ccc(S(=O)(=O)Nc2cccc3c2O[C@@H](CN(C)C(=O)NC2CCCCC2)[C@@H](C)CN([C@H](C)CO)C3=O)cc1,-0.9
CCCC#Cc1ccc2c(c1)O[C@H](CN(C)C)[C@@H](C)CN([C@H](C)CO)S2(=O)=O,2.1
C[C@@H]1CN([C@H](C)CO)C(=O)c2cc(NC(=O)Nc3ccc(C(F)(F)F)cc3)ccc2O[C@@H]1CN(C)C(=O)Nc1ccc(F)cc1,-1.4
C[C@@H]1CCCCO[C@H](CN(C)C(=O)Nc2ccccc2)[C@H](C)CN([C@H](C)CO)C(=O)c2cc(NC(=O)Nc3ccc(F)cc3)ccc2O1,-3.6
COc1ccccc1C(=O)N1C[C@@H]2[C@H](c3ccccc31)[C@@H](CO)N2C(=O)Nc1ccccc1,-2.1
C[C@H](CO)N1C[C@H](C)[C@@H](CN(C)C(=O)Cc2ccccc2)OCCCC[C@H](C)Oc2ccc(NS(=O)(=O)c3ccccc3)cc2C1=O,0.2
C[C@@H]1CN([C@@H](C)CO)C(=O)Cc2cc(NC(=O)Nc3ccc(C(F)(F)F)cc3)ccc2O[C@H]1CN(C)C(=O)NC1CCCCC1,-1.2
CN(C)CC(=O)Nc1ccc2c(c1)[C@H]1C[C@@H](CC(=O)NCc3ccc(Cl)cc3)O[C@H](CO)[C@H]1O2,-1.6
COc1cccc(-c2cn(CC[C@@H]3CC[C@H](NC(=O)CC4CC4)[C@H](CO)O3)nn2)c1,3.4
CC(C)NC(=O)N(C)C[C@H]1Oc2c(NC(=O)c3nc4ccccc4s3)cccc2C(=O)N([C@@H](C)CO)C[C@H]1C,-2.2
O=C(C[C@@H]1C=C[C@@H](NC(=O)C2CCOCC2)[C@H](CO)O1)NCc1ccncc1,-1.4
O=C(Cc1ccccc1)N1C[C@H]2[C@@H](c3ccccc31)[C@@H](CO)N2C(=O)c1cccc(F)c1,-1.3
COc1ccc(S(=O)(=O)Nc2ccc3c(c2)C(=O)N([C@H](C)CO)C[C@H](C)[C@H](CN(C)C(=O)Nc2ccccc2)OCCCC[C@@H](C)O3)cc1,-5.5
C[C@@H]1CN([C@@H](C)CO)S(=O)(=O)c2ccc(C#C[C@@H](C)O)cc2O[C@H]1CN(C)C(=O)C1CCC1,3.0
CO[C@@H]1CN(C)C(=O)c2ccc(NS(=O)(=O)c3cccc(C)c3)cc2OC[C@@H](C)N(C(=O)Cc2cccnc2)C[C@H]1C,-3.2
C[C@@H]1CN([C@H](C)CO)C(=O)Cc2cc(NC(=O)CCN3CCOCC3)ccc2O[C@@H]1CN(C)CC1CC1,-0.9
CC(C)NC(=O)N(C)C[C@H]1Oc2ccc(NC(=O)Nc3ccc(F)cc3)cc2CC(=O)N([C@H](C)CO)C[C@@H]1C,-0.6
C[C@H](CO)N1C[C@H](C)[C@H](CN(C)C(=O)c2ccc3c(c2)OCO3)Oc2cc(-c3cncnc3)ccc2S1(=O)=O,3.4
C[C@@H]1CN([C@@H](C)CO)C(=O)c2cc(NC(=O)Cc3ccccc3)ccc2O[C@H]1CN(C)Cc1ccc(-c2ccccc2)cc1,-2.2
C[C@@H]1CN([C@@H](C)CO)C(=O)c2cccc(NC(=O)Nc3ccc(F)cc3)c2O[C@@H]1CN(C)C(=O)Nc1cccc2ccccc12,1.3
CO[C@H]1CN(C)C(=O)c2ccc(NS(C)(=O)=O)cc2OC[C@H](C)N(C(=O)C2CC2)C[C@@H]1C,-1.8
COc1ccc(NC(=O)N(C)C[C@@H]2Oc3c(NS(=O)(=O)c4ccc(Cl)cc4)cccc3C(=O)N([C@@H](C)CO)C[C@@H]2C)cc1,2.6
Cc1noc(C)c1S(=O)(=O)Nc1ccc2c(c1)C(=O)N([C@H](C)CO)C[C@H](C)[C@H](CN(C)Cc1ccncc1)O2,-0.4
CCCNC(=O)N[C@@H]1CC[C@@H](CCn2cc(C3CC3)nn2)O[C@H]1CO,-2.0
Cc1noc(C)c1NC(=O)Nc1ccc2c(c1)C(=O)N([C@H](C)CO)C[C@H](C)[C@H](CN(C)S(=O)(=O)c1ccccc1)OCCCC[C@@H](C)O2,-0.9
O=C(C[C@H]1C=C[C@H](NC(=O)c2ccccc2)[C@@H](CO)O1)NCc1ccncn1,-1.4
C[C@H]1CN([C@@H](C)CO)C(=O)c2cccc(NC(=O)c3cnccn3)c2O[C@H]1CN(C)CC1CC1,1.8
CN(C)CC#Cc1ccc([C@@H]2[C@H]3CN(CC4CCOCC4)CCCCN3[C@H]2CO)cc1,-2.2
C[C@H](O)C#Cc1cnc2c(c1)C(=O)N([C@H](C)CO)C[C@@H](C)[C@H](CN(C)CC1CCOCC1)O2,-2.5
CO[C@H]1CN(C)C(=O)c2ccc(NS(C)(=O)=O)cc2OC[C@H](C)N(C(=O)c2ccc3c(c2)OCO3)C[C@@H]1C,-2.8
C[C@@H]1CN([C@@H](C)CO)S(=O)(=O)c2ccc(-c3ccc(F)cc3)cc2O[C@H]1CN(C)C(=O)C1CCOCC1,-2.6
C[C@@H]1CN([C@H](C)CO)C(=O)c2cc(NC(=O)CCC(F)(F)F)ccc2O[C@H]1CN(C)S(=O)(=O)c1ccccc1,7.1
C[C@@H]1CN([C@@H](C)CO)C(=O)c2cccc(NC(=O)Nc3ccc(C(F)(F)F)cc3)c2O[C@H]1CN(C)S(=O)(=O)c1ccc(F)cc1,0.0
CN(C)CC(=O)Nc1ccc2c(c1)[C@@H]1C[C@@H](CC(=O)N3CCN(C)CC3)O[C@@H](CO)[C@@H]1O2,-1.0

# Ordered by length of the SMILES (lowest first): five of the compounds above.
SMILES,BioA inh
CO[C@H]1CN(C)C(=O)c2ccc(NS(C)(=O)=O)cc2OC[C@H](C)N(C(=O)C2CC2)C[C@@H]1C,-1.8
C[C@@H]1CN([C@@H](C)CO)S(=O)(=O)c2ccc(-c3ccc(F)cc3)cc2O[C@H]1CN(C)C(=O)C1CCOCC1,-2.6
Cc1noc(C)c1S(=O)(=O)Nc1ccc2c(c1)C(=O)N([C@H](C)CO)C[C@H](C)[C@H](CN(C)Cc1ccncc1)O2,-0.4
C[C@@H]1CN([C@@H](C)CO)C(=O)c2cccc(NC(=O)Nc3ccc(F)cc3)c2O[C@@H]1CN(C)C(=O)Nc1cccc2ccccc12,1.3
Cc1noc(C)c1NC(=O)Nc1ccc2c(c1)C(=O)N([C@H](C)CO)C[C@H](C)[C@H](CN(C)S(=O)(=O)c1ccccc1)OCCCC[C@@H](C)O2,-0.9

# Bioassay records as filed in PubChem BioAssay.

# Only part of the results is shown (hit frequency here may not be typical).
